Screening results from PubChem BioAssay.
Yeast superoxide: yeast age-related superoxide inhibition as caloric restriction mimetic. S. cerevisiae aged cells, superoxide DHE fluorescence; stronger effect = lower value. superoxide response (% of plate mean), % at 10 µM. actives 0.18% (n = 330,000). AID 2690;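 active means superoxide response under a set limit, about three screen SD below normal, cut at about 65% in these data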;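 further: yeast aged for seven days with compound at 30 °C before DHE staining; 100% = average MFI of all compound-treated wells on the plate with controls excluded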
AHR act: activators of human aryl hydrocarbon receptor; activation, % at 5 µM; actives 2.5% (n = 320,000); P35869; AID 2796; AHR-responsive luciferase reporter cells, luminescence; in the data active means activation above about 47%;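 further: 0% = vehicle wells and 100% = reference agonist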
Target sequence (P35869 whole entry, looked up): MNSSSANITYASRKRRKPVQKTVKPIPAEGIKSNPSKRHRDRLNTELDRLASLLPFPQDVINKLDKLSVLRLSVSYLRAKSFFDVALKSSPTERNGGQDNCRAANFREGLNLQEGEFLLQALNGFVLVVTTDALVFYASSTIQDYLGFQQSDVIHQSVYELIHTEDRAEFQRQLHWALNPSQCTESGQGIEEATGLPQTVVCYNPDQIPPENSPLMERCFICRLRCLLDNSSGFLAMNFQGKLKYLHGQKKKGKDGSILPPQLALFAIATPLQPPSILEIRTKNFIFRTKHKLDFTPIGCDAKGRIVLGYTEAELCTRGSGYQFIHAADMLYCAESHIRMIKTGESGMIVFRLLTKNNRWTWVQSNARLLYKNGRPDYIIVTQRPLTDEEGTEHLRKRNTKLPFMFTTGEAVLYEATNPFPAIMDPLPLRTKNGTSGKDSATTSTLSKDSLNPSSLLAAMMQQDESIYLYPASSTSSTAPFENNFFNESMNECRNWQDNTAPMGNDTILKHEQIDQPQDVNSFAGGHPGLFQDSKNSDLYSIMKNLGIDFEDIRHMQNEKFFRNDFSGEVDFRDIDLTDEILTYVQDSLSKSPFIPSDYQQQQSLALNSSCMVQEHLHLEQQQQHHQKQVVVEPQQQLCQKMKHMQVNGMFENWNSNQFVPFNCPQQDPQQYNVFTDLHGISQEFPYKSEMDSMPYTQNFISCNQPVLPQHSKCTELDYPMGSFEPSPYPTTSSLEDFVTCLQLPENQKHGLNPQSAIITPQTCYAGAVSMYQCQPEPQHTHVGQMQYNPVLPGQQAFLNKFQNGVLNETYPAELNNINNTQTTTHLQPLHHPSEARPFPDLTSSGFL
CIT2 TOR yeast: alters CIT2-GFP fluorescence in TOR pathway yeast screen. S. cerevisiae CIT2-GFP strain, flow cytometry, 3 h; 100 means same as DMSO wells. GFP response vs DMSO, % at 10 µM. actives 0.065% (n = 320,000). AID 2029;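 active means GFP response relative to DMSO above a set limit, near the screen mean plus 3 SD, cut at about 150% in these data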;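 further: ratio of well median GFP fluorescence to mean of DMSO wells on the plate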
Efflux pump inh: antifungal efflux pump inhibition, Nile Red retention; S. cerevisiae Candida pump triplex; inhibition, % at 10 µM; actives 0.44% (n = 330,000); AID 485275;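 active means plate passing quality check with inhibition over a set limit, or well fluorescence over plate mean plus 4 SD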;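 further: Nile Red retained in pooled yeast measured as flow cytometry median fluorescence; 0% = buffer negative control and 100% = Enniatin B positive control; higher means more Nile Red kept so more efflux inhibition; some compounds called inactive have numbers as strong as hits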
AGP1-GFP MLPCN: alters AGP1-GFP fluorescence in TOR pathway yeast screen; S. cerevisiae AGP1-GFP multiplex flow cytometry, 3 h; GFP as percent of DMSO wells; GFP response vs DMSO, % at 10 µM; actives 0.02% (n = 320,000);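 active means GFP response relative to DMSO above a set limit, near screen average plus 3 SD, cut at about 150% in these data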;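 further: median GFP channel fluorescence of the gated AGP1 strain per well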
RPL19A-GFP yeast: yeast TOR pathway RPL19A-GFP modulation. S. cerevisiae RPL19A-GFP strain, flow cytometry, 3 h; stronger effect = lower value. percent response vs DMSO, % at 10 µM. actives 0.3% (n = 330,000). AID 2025;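 active means percent response vs DMSO below 50%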;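 further: median channel GFP fluorescence of the barcoded RPL19A-GFP strain; ratio of sample median GFP to plate DMSO average so 100% = DMSO; lower means less RPL19A-GFP as with rapamycin TOR inhibition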
MEP2-GFP yeast: modulators of TOR pathway MEP2-GFP in S. cerevisiae; S. cerevisiae MEP2-GFP strain, flow cytometry GFP, 3 h; 100% = DMSO control level; GFP response vs DMSO, % at 10 µM; actives 0.51% (n = 330,000); AID 2016;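 active means GFP response versus DMSO above a set limit, roughly screen mean plus 3 SD, cut at about 180% in these data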;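 further: median GFP fluorescence of the barcode-gated MEP2-GFP cells per well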
LAP4 TOR yeast: modulators of TOR pathway LAP4-GFP in S. cerevisiae; S. cerevisiae LAP4-GFP multiplex, flow cytometry GFP, 3 h; median GFP as percent of DMSO wells; GFP response vs DMSO, % at 10 µM; actives 0.34% (n = 320,000); AID 2023;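 active means GFP response vs DMSO above a set limit, about the screen mean plus 3 SD, cut at about 150% in these data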
The depositor's hits bear a star.

Screens by letter: A = Yeast superoxide; B = AHR act; C = CIT2 TOR yeast; D = Efflux pump inh; E = AGP1-GFP MLPCN; F = RPL19A-GFP yeast; G = MEP2-GFP yeast; H = LAP4 TOR yeast
Cc1cc(NS(=O)(=O)c2ccc(NC(=S)NC(=O)c3ccc(F)cc3)cc2)no1
  A: 109; B: -1; C: 97; D: -0.1; E: 103; F: 97; G: 97; H: 96

Cc1csc2c(N(C)CCO)ncnc12
  A: 87; B: -1; C: 111; D: 0.0; E: 125; F: 99; G: 103; H: 114

O=C(CSc1cccc[n+]1[O-])NCCCc1ccccc1
  A: 103; B: 0; C: 99; D: 0.0; E: 101; F: 101; G: 104; H: 102

CCOC(=O)c1csc(NC(=O)CSc2nnnn2-c2cccc(OC)c2)n1
  A: 109; B: 16; C: 97; D: 0.0; E: 99; F: 93; G: 93; H: 92

O=C(O)CC(NC(=O)C12CC3CC(CC(C3)C1)C2)c1cccc(Cl)c1 (stereo not drawn)
  A: 108; B: 0; C: 112; D: -0.2; E: 109; F: 102; G: 103; H: 105

CCc1noc(C)c1C(=O)N1CCN(S(=O)(=O)c2ccc(Br)cc2)CC1
  A: 86; B: 0; C: 93; D: -0.1; E: 92; F: 89; G: 86; H: 90

Cc1cc(C)c(NC(=O)Cn2nnc(C(=O)NCc3cccs3)c2N)c(C)c1
  A: 94; B: 0; C: 94; D: 0.1; E: 100; F: 100; G: 91; H: 96

Cc1ccc(NC(=O)COC(=O)COc2ccc(Cl)cc2C)c([N+](=O)[O-])c1
  A: 99; B: 0; C: 114; D: 0.0; E: 114; F: 104; G: 107; H: 101

CCOC(=O)C(CC)n1cnc2c(nnn2-c2cccc(OC)c2)c1=O (stereo not drawn)
  A: 65*; B: 5; C: 112; D: -0.1; E: 99; F: 98; G: 103; H: 97

CC(=O)c1cccc(N(C(=O)c2csnn2)C(C(=O)NC2CCCC2)c2ccccc2)c1 (stereo not drawn)
  A: 96; B: -1; C: 95; D: -0.1; E: 95; F: 102; G: 101; H: 98

COc1ccc(/C=C/C(=O)OCC(=O)Nc2cccc(Oc3ccccc3)c2)c(OC)c1
  A: 102; B: 1; C: 92; D: 0.0; E: 93; F: 100; G: 97; H: 89

Cn1ccnc1SCC(=O)c1ccc([N+](=O)[O-])cc1
  A: 104; B: 1; C: 97; D: 0.0; E: 104; F: 99; G: 97; H: 108

CCOC(=O)c1nc(Nc2ccc(N3CCC(C)CC3)cc2)c2ccccc2n1
  A: 98; B: 2; C: 107; D: 0.1; E: 99; F: 97; G: 101; H: 95

Cc1ccccc1S(=O)(=O)c1c(C)cc(C)n(C(C)C)c1=O
  A: 84; B: -1; C: 94; D: 0.1; E: 99; F: 93; G: 102; H: 101

COc1ccc(C(=O)/C=C/C(=O)N(Cc2ccc3c(c2)OCO3)C(C(=O)NC2CCCCC2)c2ccncc2)c(O)c1 (stereo not drawn)
  A: 91; B: 0; C: 119; D: -0.6; E: 96; F: 101; G: 82; H: 85

Other structures follow.
Screens by letter: A = Yeast superoxide; B = AHR act; C = CIT2 TOR yeast; D = Efflux pump inh; E = AGP1-GFP MLPCN; F = RPL19A-GFP yeast; G = MEP2-GFP yeast; H = LAP4 TOR yeast
CCCCN(CC)CCNC(=O)c1[nH]c(C)c(C(C)=O)c1C
  A: 100; B: 2; C: 110; D: -0.1; E: 110; F: 102; G: 102; H: 97

O=C(CSCc1ccccc1Cl)NN1C(=O)c2ccccc2C1=O
  A: 86; B: 1; C: 95; D: 0.0; E: 96; F: 95; G: 93; H: 103

O=C(Nc1nc2ccc(S(=O)(=O)N3CCCC3)cc2s1)C1CCCO1 (stereo not drawn)
  A: 93; B: 4; C: 106; D: 0.0; E: 104; F: 100; G: 97; H: 96

CCc1noc(C)c1C(=O)N1CCCC(N2CCN(c3ccc(F)cc3)CC2)C1 (stereo not drawn)
  A: 99; B: 13; C: 101; D: 4.4; E: 101; F: 102; G: 97; H: 91

CCOc1ccc(NC(=O)CN2C(=O)C3CC=CCC3C2=O)cc1 (stereo not drawn)
  A: 106; B: 12; C: 104; D: -0.1; E: 107; F: 102; G: 104; H: 103

[O-]/[N+](=C/c1cccnc1)c1ccc(Br)cc1
  A: 80; B: 93*; C: 103; D: 0.4; E: 107; F: 104; G: 109; H: 100

CCOC(=O)NC1(NC2CCCCC2)Oc2ccccc2O1
  A: 101; B: 1; C: 96; D: 0.5; E: 96; F: 92; G: 96; H: 93

Cc1ccc(NC(=O)c2sc3nc(N4CCOCC4)c4c(c3c2N)CC(C)(C)OC4)cc1
  A: 97; B: -3; C: 99; D: 0.1; E: 105; F: 103; G: 108; H: 107

COc1ccccc1CNC(=O)CN1CCC(NC(=O)c2ccccc2F)CC1
  A: 101; B: 2; C: 99; D: 0.1; E: 109; F: 98; G: 103; H: 108

Cn1nc(-c2ccccc2)c(-c2nc(-c3cccc(Cl)c3)no2)c1Cl
  A: 104; B: 14; C: 97; D: 0.1; E: 99; F: 108; G: 100; H: 101

COc1ccc(-c2cc(C(F)(F)F)n3nc(C(=O)NCc4ccco4)cc3n2)cc1
  A: 100; B: 5; C: 96; D: -0.1; E: 99; F: 96; G: 98; H: 95

Cc1cccc(C(=O)NC(=S)Nc2ccc(N3CCOCC3)cc2)c1
  A: 95; B: 19; C: 88; D: 0.0; E: 88; F: 97; G: 96; H: 94

COc1ccc(CNC(=O)[C@H](C)NC(=O)C2CC(=O)N(c3ccc(OC)cc3)C2)cc1 (stereo partly drawn)
  A: 81; B: 3; C: 98; D: 0.0; E: 102; F: 100; G: 100; H: 91

COc1ccc(NC(=O)C2CCCCN2S(=O)(=O)c2ccc(F)cc2)cc1 (stereo not drawn)
  A: 98; B: 10; C: 102; D: 0.5; E: 101; F: 96; G: 102; H: 97

O=C(CN1C(=O)COc2ccccc21)N(Cc1ccccc1)Cc1ccccn1
  A: 111; B: 2; C: 97; D: 0.0; E: 101; F: 98; G: 93; H: 98

The list goes on.
Screens by letter: A = Yeast superoxide; B = AHR act; C = CIT2 TOR yeast; D = Efflux pump inh; E = AGP1-GFP MLPCN; F = RPL19A-GFP yeast; G = MEP2-GFP yeast; H = LAP4 TOR yeast
COc1cccc(NC(=O)Cn2c3ccc(F)cc3c3nc4n(c(=O)c32)CCCS4)c1
  A: 94; B: 0; C: 104; D: -0.1; E: 103; F: 103; G: 101; H: 102

COc1cccc(N2C(=O)C(CC(=O)Nc3ccccc3)N(C3CCCCC3)C2=O)c1 (stereo not drawn)
  A: 85; B: 0; C: 106; D: 0.0; E: 117; F: 107; G: 107; H: 103

O=C(O)CC1c2ccccc2CCN1S(=O)(=O)c1ccc(F)cc1 (stereo not drawn)
  A: 98; B: -1; C: 94; D: -0.1; E: 81; F: 89; G: 105; H: 92

NC(=O)c1nsc(C(=O)N(c2ccccc2)C(C(=O)NCC2CCCO2)c2ccc3ncccc3c2)c1N (stereo not drawn)
  A: 111; B: 3; C: 91; D: 0.3; E: 94; F: 94; G: 101; H: 83

COc1cc(/C=C/c2noc(-c3ccccc3O)n2)cc(OC)c1OC
  A: 93; B: 7; C: 101; D: 0.3; E: 97; F: 101; G: 106; H: 86

CCOc1ccc(-c2noc(CCCC(=O)NCC3CCCO3)n2)cc1OC (stereo not drawn)
  A: 117; B: -2; C: 97; D: 0.2; E: 97; F: 96; G: 94; H: 92

COc1ccc(OC)c(NC(=O)Cn2cc(C#N)c3ccccc32)c1
  A: 105; B: 17; C: 103; D: 0.0; E: 102; F: 99; G: 100; H: 100

COc1ccc(-n2c(C)cc(C(=O)CN3C(=O)NC4(CCc5ccccc54)C3=O)c2C)cc1 (stereo not drawn)
  A: 104; B: 1; C: 118; D: 0.2; E: 108; F: 102; G: 103; H: 96

COc1ccc(NC(=O)CSc2nnc(-c3ccccc3)n2Cc2ccco2)cc1OC
  A: 83; B: 1; C: 103; D: -0.1; E: 105; F: 101; G: 102; H: 107

CC(=O)Nc1ccc(NC(=O)CSc2nnnn2C2CCCCC2)cc1
  A: 116; B: 6; C: 91; D: 0.1; E: 98; F: 101; G: 106; H: 96

Cc1ccsc1C(=O)OCC(=O)NCCc1ccccc1
  A: 92; B: -1; C: 92; D: -0.2; E: 94; F: 95; G: 90; H: 93

CCCNCc1cc(OC)c(OCCC)cc1Cl
  A: 102; B: 0; C: 107; D: 0.0; E: 105; F: 98; G: 101; H: 93

COc1ccccc1/C=C/C=N/N1CCN(Cc2ccccc2)CC1
  A: 130; B: 4; C: 107; D: 0.0; E: 98; F: 100; G: 106; H: 94

CCOCCn1c(SCC(=O)OCc2ccccc2)nc2c1c(=O)[nH]c(=O)n2C
  A: 116; B: 0; C: 95; D: -0.2; E: 100; F: 94; G: 93; H: 100

CCCN(CCC)C(=O)CC(c1ccccc1)c1ccco1 (stereo not drawn)
  A: 103; B: -2; C: 100; D: 0.1; E: 103; F: 104; G: 107; H: 106

Additional results:
Screens by letter: A = Yeast superoxide; B = AHR act; C = CIT2 TOR yeast; D = Efflux pump inh; E = AGP1-GFP MLPCN; F = RPL19A-GFP yeast; G = MEP2-GFP yeast; H = LAP4 TOR yeast
CC(=O)CS(=O)(=O)c1ccc(Oc2ccc(S(=O)(=O)CC(C)=O)cc2)cc1
  A: 102; B: 2; C: 104; D: 0.0; E: 95; F: 96; G: 104; H: 96

Cc1cnc(NC(=O)CN(C)S(=O)(=O)c2ccc(Cl)cc2)s1
  A: 86; B: 8; C: 98; D: -0.1; E: 110; F: 96; G: 96; H: 97

CCOC(=O)C(Cc1ccc(N)cc1)N1C(=O)c2ccccc2C1=O (stereo not drawn)
  A: 84; B: -2; C: 102; D: -0.1; E: 99; F: 100; G: 99; H: 93

CN(C)c1nc(N(C)C)nc(N(C#N)Cc2ccc(Cl)cc2)n1
  A: 104; B: 5; C: 100; D: -0.1; E: 93; F: 105; G: 107; H: 96

O=C(NC1CC2CCCC(C1)N2C(=O)NC1CCCCC1)c1ccccc1 (stereo not drawn)
  A: 83; B: -2; C: 98; D: 0.0; E: 100; F: 99; G: 98; H: 103

Cn1c(-c2ccc3ccccc3n2)nc2cnccc21
  A: 103; B: 89*; C: 121; D: -0.1; E: 107; F: 111; G: 118; H: 116

O=C(Cn1cc([N+](=O)[O-])cn1)N1N=C(C(F)F)CC1(O)C(F)F (stereo not drawn)
  A: 107; B: 0; C: 93; D: -0.1; E: 87; F: 92; G: 99; H: 89

COc1ccc(/C=C/C(=O)Oc2cccc(/C=N/NC(=O)c3cccc(F)c3)c2)cc1
  A: 102; B: 1; C: 101; D: -0.1; E: 99; F: 96; G: 90; H: 102

CCOC(=O)C1=C(c2ccccc2)Nc2ncnn2C1c1cccc(OC)c1OC (stereo not drawn)
  A: 100; B: 2; C: 95; D: 0.0; E: 102; F: 100; G: 106; H: 95

CCOCCCNC(=O)C1(O)c2cc(Br)ccc2NC(=O)N1c1cccc(OC)c1 (stereo not drawn)
  A: 96; B: 5; C: 92; D: 0.1; E: 97; F: 97; G: 99; H: 104

Whole records, quoted from the list:
Listed for COc1ccc(/C=C/C(=O)Oc2cccc(/C=N/NC(=O)c3cccc(F)c3)c2)cc1 → Yeast superoxide = 102; AHR act = 1; CIT2 TOR yeast = 101; Efflux pump inh = -0.1; AGP1-GFP MLPCN = 99; RPL19A-GFP yeast = 96; MEP2-GFP yeast = 90; LAP4 TOR yeast = 102
Listed for Cn1c(-c2ccc3ccccc3n2)nc2cnccc21 → Yeast superoxide = 103; AHR act = 89*; CIT2 TOR yeast = 121; Efflux pump inh = -0.1; AGP1-GFP MLPCN = 107; RPL19A-GFP yeast = 111; MEP2-GFP yeast = 118; LAP4 TOR yeast = 116
